# From PubChem BioAssay
# CYP2C9 inh – inhibitors of human CYP2C9 | P11712 | CYP2C9 Supersomes, luciferin-H conversion, luminescence | inhibition, % at 5 µM | 96,000 tested, 20% active | AID 777;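 active means blocking of liver enzyme CYP2C9 beyond about 50% at 5 µM, limit read from the data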; further: values of inactives mirror those of a sister screen read the other way
# Target sequence (P11712 whole entry, looked up): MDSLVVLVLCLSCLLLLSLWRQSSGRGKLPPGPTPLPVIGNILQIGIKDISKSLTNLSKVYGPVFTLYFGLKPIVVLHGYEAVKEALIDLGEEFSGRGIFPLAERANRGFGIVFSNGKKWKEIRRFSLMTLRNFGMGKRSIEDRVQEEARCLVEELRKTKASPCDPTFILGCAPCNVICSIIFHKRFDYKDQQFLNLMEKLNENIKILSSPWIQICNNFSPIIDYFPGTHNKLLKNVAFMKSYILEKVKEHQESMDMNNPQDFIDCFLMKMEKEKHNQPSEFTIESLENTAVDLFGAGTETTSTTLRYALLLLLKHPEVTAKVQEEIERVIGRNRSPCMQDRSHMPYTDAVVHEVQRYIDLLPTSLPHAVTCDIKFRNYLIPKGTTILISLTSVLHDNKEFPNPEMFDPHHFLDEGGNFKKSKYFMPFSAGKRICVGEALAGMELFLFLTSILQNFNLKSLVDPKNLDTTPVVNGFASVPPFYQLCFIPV
# HIV Rev-RRE inh – inhibitors of HIV-1 Rev-RRE RNA interaction; inhibition, % at 8 µM; Rev peptide-RRE RNA binding, FRET; 97,000 tested, 0.79% active;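 active means inhibition above the screen-wide mean plus 3 SD, cut at about 35% in these data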;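 further: 0% = median DMSO wells and 100% = median Neomycin B control wells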
#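 Probe or stimulus: fluorescein-Rev peptide as binding partner; assay system: Cy5-tagged RRE RNA duplex with fluorescein-tagged Rev peptide; timing: 5 min compound–RNA preincubation, then 15 min with peptide, 25 °C; medium: HEPES pH 7.5 buffer with KCl, MgCl2, NaCl and EDTA; signal: fluorescein-to-Cy5 FRET, 480 nm excitation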
# CYP2C19 inhib – inhibitors of human CYP2C19; P33261; inhibition, % at 5 µM; 96,000 tested, 21% active; AID 778; CYP2C19 Supersomes, luciferin-H EGE luminescence, 30 min;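 active means CYP2C19 inhibition above a set limit at 5 µM in the primary screen, cut at about 50% in these data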;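 further: plate controls were negative control wells for no effect and 2.5 mM tranylcypromine positive control for full effect; values of inactives mirror those of a sister screen read the other way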
# PLAP act – activators of human placental alkaline phosphatase; P05187; purified PLAP enzyme, luminescent substrate read-out; hits give high values; activation fold at 20 µM; 96,000 tested, 1.2% active; AID 696; in the data active means activation fold above about 2
# EphB4 ephrin blk – blocks human EphB4 binding to ephrin-B2; inhibition, % at 7 µM; EphB4 LBD / TNYL-RAW-Alexa532 peptide, fluorescence polarization; 97,000 tested, 0.15% active; AID 720; P54760;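 active means inhibition above the screen-wide mean inhibition plus 3 SD, cut at about 15% in these data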;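 further: 0% = DMSO wells and 100% = excess unlabeled TNYL-RAW peptide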
# CYP2C19 activ – cytochrome P450 2C19 (human) activation | P33261 | recombinant CYP2C19, luciferin-H EGE luminescence; hits give high values; 0 = fully inhibited enzyme, 1 = untreated enzyme | activation factor at 5 µM | 96,000 tested, under 10 active | AID 1025;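 active means activation factor of at least 2 at 5 µM in the primary screen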;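 further: 0 = wells with 2.5 mM tranylcypromine and 1 = vehicle-only wells; values of inactives mirror those of a sister screen read the other way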
# PLK1 PBD inh – blocks phosphopeptide binding to human Plk1 polo box domain. P53350. Plk1 PBD phosphopeptide binding, fluorescence polarization. inhibition, %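 (tested at about 20 µM)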. 97,000 tested, 0.13% active. AID 693; in the data active means inhibition above about 34%, passing the limit was not always enough
# Target sequence (P53350 whole entry, looked up, the tested form may be a part): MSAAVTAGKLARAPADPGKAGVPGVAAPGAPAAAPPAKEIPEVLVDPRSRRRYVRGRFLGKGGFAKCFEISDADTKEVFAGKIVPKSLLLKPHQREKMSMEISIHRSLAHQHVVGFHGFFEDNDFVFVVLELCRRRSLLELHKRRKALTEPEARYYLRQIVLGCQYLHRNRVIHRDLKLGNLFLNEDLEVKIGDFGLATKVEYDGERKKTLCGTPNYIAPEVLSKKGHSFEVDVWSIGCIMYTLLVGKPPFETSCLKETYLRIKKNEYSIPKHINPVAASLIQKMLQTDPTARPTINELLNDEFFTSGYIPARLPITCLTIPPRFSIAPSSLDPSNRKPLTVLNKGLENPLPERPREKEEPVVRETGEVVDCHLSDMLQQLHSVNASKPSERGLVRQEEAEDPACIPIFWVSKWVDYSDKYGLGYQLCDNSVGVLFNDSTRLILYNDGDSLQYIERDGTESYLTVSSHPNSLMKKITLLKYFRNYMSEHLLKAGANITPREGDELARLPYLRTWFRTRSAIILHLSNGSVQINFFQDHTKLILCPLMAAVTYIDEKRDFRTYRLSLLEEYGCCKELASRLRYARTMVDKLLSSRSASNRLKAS
# PLK1 kinase inh – blocks human PLK1 kinase activity. recombinant PLK1 kinase, TR-FRET peptide phosphorylation. AID 619. P53350. inhibition, % at 10 µM. 97,000 tested, 0.53% active;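 active means inhibition of 50% or more in the single-concentration screen; inactive means inhibition below 50%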;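 further: 0% = DMSO max control and 100% = H-89 dihydrochloride min control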
# CYP2C9 activ – activators of human CYP2C9; recombinant CYP2C9, luciferin-H conversion, luminescence; hits give high values; factor 1 = untreated enzyme, 0 = blocked; 96,000 tested, 1.4% active; P11712; AID 1024; activation factor at 5 µM;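 active means activation factor of 2 or more for CYP2C9 at a 5 µM dose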;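 further: 0 = sulfaphenazole-blocked wells and 1 = vehicle-only wells; values of inactives mirror those of a sister screen read the other way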
# Active calls of the source: *; / = not tested or not shown; [ ] = remark or other dose.
SMILES,CYP2C9 inh,HIV Rev-RRE inh,CYP2C19 inhib,PLAP act,EphB4 ephrin blk,CYP2C19 activ,PLK1 PBD inh,PLK1 kinase inh,CYP2C9 activ
O=c1cccc2n1CC1CC2CN(C(c2ccccc2)c2sc3ncnn3c2O)C1 (stereo not drawn),26,/,-21,1.2,/,1.2,/,/,0.7
CCN1CCN(C(=O)COc2ccc(S(=O)(=O)N(C)Cc3ccccc3)cc2)CC1,8,2,7,1.5,2,0.9,-7,-3,0.9
COc1ccccc1CC1/C(=N/O)C2CCN1CC2 (stereo not drawn),9,5,18,1,-5,0.8,2,-7,0.9
COc1ccc(S(=O)(=O)NC(CC(=O)N2CCC3(CC2)OCCO3)C(C)C)cc1 (stereo not drawn),15,5,21,1,6,0.8,-4,0,0.9
O=C(CNC(=O)OCc1ccccc1)Nc1ccc(Br)cc1C(=O)c1ccccc1,13,6,31,1,-2,0.7,-21,-2,0.9
CC1(C)C(c2ccccc2)=NC(c2cccnc2)N1O (stereo not drawn),-5,4,29,0.9,-3,0.7,6,-5,1.1
CC(C)(C)N1Cc2ccccc2C1=N,38,9,-4,0.9,9,1,0,-1,0.6
COc1ccc(CC2c3cc(OC)c(OC)cc3CCN2C)cc1OC (stereo not drawn),-13,-2,-2,1.9,-8,1,19,12,1.1
Cc1nc2c(c(C)nn2-c2ccccc2)c(C)c1CCC(=O)N1CCC2(CC1)OCCO2,5,/,16,1.5,/,0.8,/,/,0.9
CCC1=C(C)C(N2CCOCC2)=NP(N2CCOCC2)(N2CCOCC2)=N1,9,11,10,0.8,2,0.9,23,-17,0.9
O=C(CCCC1=NS(=O)(=O)c2ccccc2N1)N1CCC2(CC1)OCCO2,2,3,-1,1,-3,1,-12,1,1
O=c1c2ccccc2nc(-c2cccs2)n1-c1cnccn1,6,10,7,1,8,0.9,-6,-5,0.9
CCOC(=O)C(O)(c1ccc(N(CC)S(=O)(=O)c2ccccc2)cc1)C(F)(F)F (stereo not drawn),74*,6,61*,0.9,1,0.4,19,5,0.3
Nc1c2c(nc3sc4c(c13)CCCC4)CCCCC2,33,11,33,0.8,7,0.7,-5,-17,0.7
O=c1[nH]c(=O)n(-c2cccc(Cl)c2)c(O)c1C=NCCCN1CCOCC1,0,8,4,1,10,1,-12,-5,1
COCCCNC(=O)c1c(NC(=O)c2ccccc2Cl)n(Cc2ccccc2)c2nc3ccccc3nc12,48,29,24,1.4,-4,0.8,-16,-9,0.5
COc1ccc(-c2nc3ccccc3n2OC(=O)N(C)C)cc1,37,8,14,1.2,3,0.9,-24,-3,0.6
CCCCn1c(O)c(C(CC)=Nc2cccc(C(=O)O)c2)c(=O)[nH]c1=O,-16,6,-16,1.1,-4,1.2,-10,-10,1.2
CC(=O)OC1N=C(c2ccccc2)c2ccccc2NC1=O (stereo not drawn),1,2,5,1,-2,0.9,9,-5,1
OCCN(CC#CC(O)(c1ccccc1)C1CCCC1)CCO (stereo not drawn),-6,-5,31,1.1,-9,0.7,-6,-5,1.1

# In another format: 5 of the compounds above.
Compound	CYP2C9 inh	HIV Rev-RRE inh	CYP2C19 inhib	PLAP act	EphB4 ephrin blk	CYP2C19 activ	PLK1 PBD inh	PLK1 kinase inh	CYP2C9 activ
CCC1=C(C)C(N2CCOCC2)=NP(N2CCOCC2)(N2CCOCC2)=N1	9	11	10	0.8	2	0.9	23	-17	0.9
O=C(CCCC1=NS(=O)(=O)c2ccccc2N1)N1CCC2(CC1)OCCO2	2	3	-1	1	-3	1	-12	1	1
O=c1c2ccccc2nc(-c2cccs2)n1-c1cnccn1	6	10	7	1	8	0.9	-6	-5	0.9
CCOC(=O)C(O)(c1ccc(N(CC)S(=O)(=O)c2ccccc2)cc1)C(F)(F)F (stereo not drawn)	74*	6	61*	0.9	1	0.4	19	5	0.3
Nc1c2c(nc3sc4c(c13)CCCC4)CCCCC2	33	11	33	0.8	7	0.7	-5	-17	0.7

# Back to the main list; the 2 compounds before the break are reprinted first.
SMILES,CYP2C9 inh,HIV Rev-RRE inh,CYP2C19 inhib,PLAP act,EphB4 ephrin blk,CYP2C19 activ,PLK1 PBD inh,PLK1 kinase inh,CYP2C9 activ
CC(=O)OC1N=C(c2ccccc2)c2ccccc2NC1=O (stereo not drawn),1,2,5,1,-2,0.9,9,-5,1
OCCN(CC#CC(O)(c1ccccc1)C1CCCC1)CCO (stereo not drawn),-6,-5,31,1.1,-9,0.7,-6,-5,1.1
C=CCn1c(O)c(C(CC)=NC(C)c2ccccc2)c(=O)[nH]c1=O (stereo not drawn),63*,1,66*,1.1,-4,0.3,-13,-5,0.4
CN1C(=O)C(=Cc2ccc(N3CCCCCC3)o2)C(=O)N(C)C1=S,23,124*[fluorescence artefact?],59*,0.7,-3,0.4,-190,-11,0.8
CCNc1nc2[nH]c(=O)c3c(c2s1)OC(N)=C(C#N)C3c1cccs1 (stereo not drawn),-6,34,-20,1,-1,1.2,10,-7,1.1
COC(=O)C1C2c3ccccc3OC1(C)N=c1s/c(=C/c3cnn(C)c3)c(=O)n12 (stereo not drawn),32,/,16,1.4,/,0.8,/,/,0.7
CCCCn1c(O)c(C(CC)=NCCCN(C)C)c(=O)[nH]c1=O,19,3,17,1.6,7,0.8,25,-19,0.8
CCOC(=O)C1=C(N)OC2=C(C(=O)CC(C)(C)C2)C12C(=O)Nc1ccccc12 (stereo not drawn),11,2,4,1.3,5,1,-19,-8,0.9
CC1CN(c2ccc([N+](=O)[O-])c3cccnc23)CC(C)N1 (stereo not drawn),-12,-1,-16,0.9,-3,1.2,-10,-12,1.1
CC(C(=O)c1cn(C)c2ccccc12)c1ccccc1 (stereo not drawn),-90,2,17,1,-8,0.8,0,-11,1.9
N[C@@H](Cc1c[nH]c2ccccc12)c1nnc(SCc2ccccc2F)o1,38,2,32,1.1,0,0.7,2,-3,0.6
COc1ccc(C2C(C(=O)N3CCC4(CC3)OCCO4)c3cc(OC)c(OC)cc3C(=O)N2C)cc1 (stereo not drawn),1,/,2,1.5,/,1,/,/,1
Cc1c(N=Cc2c(O)n(CCc3ccccc3)c(=O)[nH]c2=O)c(=O)n(-c2ccccc2)n1C,20,10,11,1.3,0,0.9,1,-8,0.8
Cc1ccc(-n2nc(C)cc2NC(=O)COc2cc(C)cc3oc(=O)c4c(c23)CCC4)cc1,80*,4,25,0.9,4,0.8,3,-16,0.2
O=C(C1CCN(c2nc3ccc(Br)cc3s2)CC1)N1CCC2(CC1)OCCO2,17,5,7,1.2,1,0.9,-17,-5,0.8
CN(Cc1ccccc1)Cc1ccccc1OC(=O)N(C)C,-6,-1,54*,1.1,-5,0.5,-17,-8,1.1
CN(C)CC1CSCCC1(O)c1ccccc1 (stereo not drawn),/,7,/,/,-6,/,-13,-9,/
Cc1ccc(-c2nc3ccccc3c(=O)n2-n2cccc2)cc1,5,3,-8,0.8,-8,1.1,-3,-10,1
Oc1ccc(C2NCc3ccccc3-n3cccc32)cc1Cl (stereo not drawn),89*,2,98*,1.5,2,0,-11,-5,0.1
O=C1NC(=O)C(CCc2ccncc2)(Cc2ccc3c(c2)OCO3)C(=O)N1CCc1ccccc1 (stereo not drawn),90*,4,99*,1.7,-4,0,-13,6,0.1
CCOCCN1CCN(c2nnc3n2-c2ccc(Cl)cc2C(c2ccccc2Cl)=NC3)CC1,22,-2,4,1.5,-15,1,-28,-6,0.8
COc1ccc2c(c1)c(C(=O)CN1CCC3(CC1)OCCO3)c(C)n2Cc1ccccc1,16,10,15,1.5,-7,0.8,-11,-9,0.8

# Looked up one by one from above (4):
SMILES,CYP2C9 inh,HIV Rev-RRE inh,CYP2C19 inhib,PLAP act,EphB4 ephrin blk,CYP2C19 activ,PLK1 PBD inh,PLK1 kinase inh,CYP2C9 activ
CCOC(=O)C1=C(N)OC2=C(C(=O)CC(C)(C)C2)C12C(=O)Nc1ccccc12 (stereo not drawn),11,2,4,1.3,5,1,-19,-8,0.9
O=C1NC(=O)C(CCc2ccncc2)(Cc2ccc3c(c2)OCO3)C(=O)N1CCc1ccccc1 (stereo not drawn),90*,4,99*,1.7,-4,0,-13,6,0.1
CN(Cc1ccccc1)Cc1ccccc1OC(=O)N(C)C,-6,-1,54*,1.1,-5,0.5,-17,-8,1.1
COc1ccc2c(c1)c(C(=O)CN1CCC3(CC1)OCCO3)c(C)n2Cc1ccccc1,16,10,15,1.5,-7,0.8,-11,-9,0.8

# More compounds
SMILES,CYP2C9 inh,HIV Rev-RRE inh,CYP2C19 inhib,PLAP act,EphB4 ephrin blk,CYP2C19 activ,PLK1 PBD inh,PLK1 kinase inh,CYP2C9 activ
CCOC(=O)[C@]1(C#N)[C@@H]2C=CC(C(C)=O)=CN2[C@@H](C(N)=O)[C@@H]1c1ccsc1,26,29,28,1.2,4,0.7,-11,-11,0.7
C/C(CCc1c[nH]c2ccccc12)=N\O,-22,-2,12,1.5,3,0.9,-7,-8,1.2
CN1C(=O)C(Cc2ccsc2)C(=O)N(C)C1=O,3,4,-1,0.9,1,1,11,-9,1
COc1cccc(Oc2c(C)oc3cc(OC(=O)N(C)C)ccc3c2=O)c1,42,4,85*,1.2,-5,0.2,-22,-10,0.6
COc1ccccc1-n1c(O)c(C=NCCCn2ccnc2)c(=O)[nH]c1=O,16,8,8,0.9,-1,0.9,-17,-6,0.8
CC(C)Oc1cccc(NC(=O)c2cccn(Cc3ccc4c(c3)OC(F)(F)O4)c2=O)c1,84*,12,25,1.3,5,0.8,1,-5,0.2
C=C1N2CCC(CC2)C1(O)c1ccc(C)c(C)c1 (stereo not drawn),/,2,/,/,-2,/,2,-14,/
Clc1cnc(Oc2ccc(Oc3ncc(Cl)cc3Cl)cc2)c(Cl)c1,-94,-1,5,0.8,-6,0.9,19,-7,1.9
CN1C(=O)C(=Cc2ccc(N3CCCCC3)o2)C(=O)N(C)C1=S,18,121*[fluorescence artefact?],39,0.7,-3,0.6,-168,-23,0.8
CCN(CC)CCCN=Cc1c(O)n(Cc2ccc(F)cc2)c(=O)[nH]c1=O,7,1,-8,1,-4,1.1,-6,-12,0.9
C=C(C)c1cccc(C(C)(C)NC(=O)NC2CN3CCC2CC3)c1 (stereo not drawn),-6,/,-1,0.9,/,1,/,/,1.1
COC(=O)C1C2c3ccccc3OC1(C)N=c1s/c(=C/c3cnn(C)c3C)c(=O)n12 (stereo not drawn),68*,0,40,1.6,8,0.6,-13,-5,0.3
CCC(=O)N1CC(=O)Nc2ccc(Cl)cc2C1c1ccc(F)cc1 (stereo not drawn),-2,0,16,0.8,2,0.8,2,-7,1
Cc1ccc(/C=C2/C(=O)NC(=O)N(CCc3ccc(F)cc3)C2=O)o1,-2,-3,1,1,-4,1,-3,-8,1
Cc1cc(N2CCOCC2)nc2ccc(NC(=O)CCC(=O)N3CCC4(CC3)OCCO4)cc12,4,2,-8,1.4,-2,1.1,6,-10,1
Cc1ccc(OCC(=O)N2CCN(C)CC2)c(Br)c1,-13,2,10,1,-4,0.9,6,16,1.1
O=C(Cc1ccccc1)OCCNC(=O)c1cccnc1,27,6,13,0.7,4,0.9,7,0,0.7
O=C(COc1ccc(S(=O)(=O)N2CCCCC2)cc1)N1CCN(Cc2ccccc2)CC1,11,9,2,1.4,5,1,0,-13,0.9
Cc1ccc(Cl)cc1N1CCN(CCN)CC1,35,2,59*,1.2,3,0.4,8,-4,0.7
O=C(NCC(c1cccnc1)N1CCN(c2ccc(F)cc2)CC1)Oc1ccccc1 (stereo not drawn),/,8,/,/,4,/,-11,-5,/

# Not all compounds are listed; rates above refer to the full screens.
